KCNH2 3.1 block = inhibitors of human KCNH2 3.1 potassium channel isoform; U2OS KCNH2 3.1, thallium flux FluxOr; stronger effect = lower value; activity change, % (tested at about 1.8 µM); 0.95% of 340,000 active;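 active = maximum activity change below -70%; inconclusive = maximum activity change from -70% to -50%; inactive = maximum activity change above -50%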;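 note: thallium influx rate constant from kinetic fluorescence after stimulation buffer; % is set by controls: 0 for no effect and ±100 for the full control effect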
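FluxOr-based Tl+ influx in U2OS cells transduced with KCNH2 3.1 virus; rate constants normalized to DMSO controls.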
KCNH2 WT inh = blocks the wildtype human KCNH2 potassium channel; 0.37% of 340,000 active; U2OS, BacMam KCNH2, thallium flux FluxOr; stronger effect = lower value; Q12809; activity change, % at 1.84 µM;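 active = maximum activity change below -70%; inconclusive = maximum activity change between -70% and -50%; inactive = maximum activity change above -50%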; note: % is set by controls: 0 for no effect and ±100 for the full control effect
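U2OS cells transduced with wild-type KCNH2 virus are loaded with FluxOr dye for 45 min, and thallium flux is measured in kinetic reads before and after stimulation buffer. Rate constants are normalized to DMSO controls.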
A-T KAP1 phos = potential ataxia-telangiectasia treatment; Potency, µM (top dose mostly 57.5 µM), for the others: at the top dose activation, hits mostly activators; AID 485349; […] A-T fibroblasts, KAP-1 phosphorylation AlphaLISA; neocarzinostatin DNA damage 30 min before lysis; 0.19% of 320,000 active; note: potency is the fitted concentration of half-maximal effect; % of control where 0% means no effect; nearly all actives have a fitted effect of over 45% in size
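hTERT-immortalized A-T patient fibroblasts ([…]), 500 cells/well in OPTI-MEM, 1% FBS, got compounds for 60 min, then NCS for 30 min at 37C. Lysates were then assayed for phospho-KAP-1 by AlphaLISA (anti-pKAP1 donor, anti-KAP1 acceptor beads), 6 hr at 25C.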
Eya2 inh = inhibitors of human Eya2 phosphatase activity. O00167. recombinant Eya2, OMFP fluorescence dephosphorylation (OMFP is methylfluorescein phosphate). Potency, µM (highest dose often 76.9 µM), without a hit: at the highest dose activity, negative = inhibition, hits mostly inhibitors. 0.006% of 330,000 active. AID 488837; note: potency is the fitted concentration of half-maximal effect; % is set by controls: 0 for no effect and ±100 for the full control effect
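Eya2 (0.2 uM) preincubated 10 min at ambient with compound, then OMFP substrate added at 50 uM; 10 min reaction in 50 mM HEPES pH 7.5, 50 mM NaCl, 5 uM MgCl2, 0.05% BSA, 1 mM DTT. Fluorescence read at Ex 485/Em 525 nm.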
ELG1 repair inh = inhibitors of ELG1-dependent DNA repair in HEK293T cells; HEK293T ELG1-luciferase reporter, luminescence, 16 h; DNA damage induced by 5-fluorouridine; Potency, µM (titrated, usually from 46.1 µM), without a hit: at the highest dose activity change, negative = inhibition, usual class: inhibitors; 2.3% of 330,000 active; note: potency is the fitted concentration of half-maximal effect; % is set by controls: 0 for no effect and ±100 for the full control effect; nearly all actives have a fitted effect of over 55% in size
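5-Fluorouridine DNA damage + compound/DMSO, 2,000 cells/well, 16 h, 37 °C/5% CO2. ONE-Glo, 30 min RT, luminescence. Readout = decrease in reporter signal.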
USP2a inh = inhibitors of human ubiquitin-specific protease USP2a | O75604 | Potency, µM (doses to about 38.3 µM), for the others: at the top dose activity change, negative = inhibition, usual class: inhibitors | AID 463254 | 0.01% of 330,000 active | USP2 core, Ub-CHOP2 coupled fluorogenic reporter, 485/531;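 note: potency is the fitted concentration of half-maximal effect; plate controls were DMSO wells for no effect and full inhibition by NEM control for full effect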
Target sequence (O75604 whole entry, looked up): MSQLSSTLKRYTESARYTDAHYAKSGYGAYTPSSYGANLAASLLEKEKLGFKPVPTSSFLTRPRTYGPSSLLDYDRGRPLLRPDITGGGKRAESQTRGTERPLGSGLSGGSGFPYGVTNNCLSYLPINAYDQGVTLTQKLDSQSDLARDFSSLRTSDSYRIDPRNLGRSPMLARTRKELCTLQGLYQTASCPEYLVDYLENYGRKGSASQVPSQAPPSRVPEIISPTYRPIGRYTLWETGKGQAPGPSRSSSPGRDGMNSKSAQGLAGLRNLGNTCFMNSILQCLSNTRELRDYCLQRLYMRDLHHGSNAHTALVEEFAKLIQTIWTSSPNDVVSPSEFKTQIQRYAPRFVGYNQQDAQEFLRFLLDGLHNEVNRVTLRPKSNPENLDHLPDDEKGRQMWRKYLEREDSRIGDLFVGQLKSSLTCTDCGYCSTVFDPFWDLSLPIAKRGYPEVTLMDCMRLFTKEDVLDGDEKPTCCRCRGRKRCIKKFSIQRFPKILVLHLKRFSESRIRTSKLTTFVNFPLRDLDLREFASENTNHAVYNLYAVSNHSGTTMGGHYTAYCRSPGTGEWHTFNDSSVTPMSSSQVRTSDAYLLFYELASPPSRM
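Cell-free coupled assay: 10nM USP2 core preincubated 30min RT with compound in Tris-HCl pH 8.0/CaCl2/CHAPS buffer, then 25nM Ub-CHOP2 and 25nM reporter substrate; fluorescence (Ex 485/Em 531) read after 60min RT, normalized to NEM inhibition, concentration-response curves fitted.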
Mito fusion act = mitochondrial division inhibition or fusion activation | S. cerevisiae fusion-defective mutant growth rescue, CellTiterGlo 48 h | Potency, µM (series often up to 46.1 µM), without a hit: top-dose growth rescue (activation), hits mostly activators | 0.23% of 320,000 active | AID 485298;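 note: potency is the fitted concentration of half-maximal effect; % of control where 0% means no effect; nearly all actives have a fitted effect of over 45% in size; temperature-sensitive fusion mutants such as fzo1-1 at 37 °C on non-fermentable ethanol glycerol medium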
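S. cerevisiae fusion-defective temperature-sensitive mutants (e.g. fzo1-1, mgm1-5) grown 48 h at 37C in YPEG (ethanol/glycerol non-fermentable) medium with 23 nl compound per well; growth rescue read as CellTiterGlo luminescence.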
TCR act = activators of T cell receptors. 330,000 tested, under 10 active. Potency, µM (titrated, usually from 9.22 µM), inactives show at the top dose activation of IL-2 secretion, most hits filed as activators. primary human leukocytes, anti-CD3, IL-2 HTRF, 48 h; note: % of control where 0% means no effect
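Compounds are tested in HTS on primary human leukocytes co-incubated with a-CD3 beads for 48 hr. IL-2 output is measured by time-resolved FRET.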
TSHR antag = human thyrotropin receptor antagonism | 0.2% of 330,000 active | activity change, negative = inhibition, % at 11.5 µM | P16473 | TSHR-expressing cells, TSH-stimulated cAMP HTRF, 2 h; stronger effect = lower value;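 active = activity change below a set negative limit, meaning inhibition stronger than a set level, cut at about -70% in these data; inconclusive = activity change between two set negative limits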; note: % is set by controls: 0 for no effect and ±100 for the full control effect
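Cell-based HTRF cAMP assay; TSHR cells + compound, TSH EC80 (4nM final), 2 h, 37 deg C. Lysis with anti-cAMP cryptate and cAMP-d2, 30 min RT, read 665/620 nm.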
TRPV1 ag = agonists of human vanilloid receptor 1 (TRPV1); Q8NER1; TRPV1-expressing cells, Fluo-8 calcium influx, agonist mode; activation, % at 8.33 µM; 0.19% of 320,000 active; AID 540275; in the data active = activation above about 80%; inconclusive = between about 30% and that limit; note: 0% is about no effect
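TRPV1-expressing cells were cultured overnight at 35.5C and loaded with Fluo-8 calcium dye for 40 to 90 min at room temperature. After a 10 s baseline, compound was added and calcium influx was read kinetically for 3 min (ex 480/em 520 nm).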
The depositor's hits bear a star; ? = inconclusive; · = no result given; [ ] = another dose, or the depositor's remark. Unless noted, calls come from the whole dose curve; as a rule, active = well fitted curve in the direction sought with a large enough effect; inconclusive = small, poorly fitted or top-dose-only effect, or another doubt; inactive = no such curve, though single readings can be large; an effect the other way counts as inactive or inconclusive.

SMILES	KCNH2 3.1 block	KCNH2 WT inh	A-T KAP1 phos	Eya2 inh	ELG1 repair inh	USP2a inh	Mito fusion act	TCR act	TSHR antag	TRPV1 ag
CCOc1ccc(S(=O)(=O)NCc2ccccn2)cc1	0	-6	-2%	16%	4%	0%	-3%	·	4	-1
CC1CN(S(=O)(=O)c2cccc(C(=O)N(Cc3nnc(-c4ccccc4Cl)o3)C3CC3)c2)CC(C)O1 (stereo not drawn)	12	7	1%	-12%	5.8µM*	-1%	1%	3%	-6	9
CC(C)CNc1nc(NC(C)(C)C)nc(Oc2ccc(=O)[nH]n2)n1	-2	7	2%	-22%	-6%	2%	-14%	-2%	-10	1
Cn1nc(-c2ccc(Cl)cc2)cc1NC(=O)CCCC(=O)O	19	-1	17%	8%	-1%	-1%	0%	1%	3	-2
CCOCCCNC(=O)C(Cc1ccccc1)NS(=O)(=O)c1cccc2nsnc12 (stereo not drawn)	-20	-4	0%	-4%	?	-7%	-3%	1%	3	-2
COc1ccc(C(=O)OCC(=O)NC2CCCCCC2)cc1OC	3	-11	-6%	-6%	-5%	2%	-1%	-3%	-14	-1
O=[N+]([O-])c1cccc2c3c([nH]c12)CCCC3	5	-1	-7%	7%	5%	0%	1%	-6%	-2	-2
CCN(CC)S(=O)(=O)c1ccc(Oc2ccccc2)cc1	12	-7	5%	4%	-14%	1%	0%	1%	-15	6
Cc1noc(C(=O)Nc2ccc(F)cc2F)c1Cl	4	4	-20%	-5%	0%	3%	-12%	-5%	-8	0
CCOc1ccc(C(C)(N)C(=O)O)cc1 (stereo not drawn)	-2	-4	-2%	15%	1%	3%	3%	5%	-3	2
O=C(N/N=C/c1ccccc1[N+](=O)[O-])C(=O)N1CCCC1	-32	-1	1%	-13%	?	-4%	1%	-1%	1	-3
COc1ccc(NC(=O)NNC(=O)C(C)Oc2ccc(C(C)C)cc2)c(OC)c1 (stereo not drawn)	-12	-14	2%	9%	?	1%	2%	6%	3	-2
CC(C)N(Cc1ccccc1)C(=O)C1CCN(c2ncnc3c2nc2n3CCCCC2)CC1	0	-3	10%	-7%	?	2%	25%	-3%	-32	27
Cc1c(C(=O)NC(=S)Nc2ccccc2N2CCCC2)cccc1[N+](=O)[O-]	-9	5	-1%	-1%	13%	3%	17%	-4%[46.1 µM]	7	12
COc1ccc(C(=O)NCc2ccc(C)cc2)cc1S(=O)(=O)N1CCCC1	2	1	-9%	2%	-19%	0%	3%	12%	27	0
COc1cc(C2NC(=O)NC(c3ccccc3)=C2C(C)=O)c(Br)c(Br)c1O (stereo not drawn)	6	6	4%	16%	-5%	0%	1%	8%	22	5
O=C(Cc1ccccc1)NNC(=S)NC(=O)c1cccs1	8	4	-3%	-13%	2%	0%	2%	-4%	9	1
COc1cc(Cl)c(C)cc1NC(=O)COC(=O)c1ccc(CN2CCCC2=O)cc1	-26	-1	-7%	-19%	11%	0%	7%	8%	-4	7
COc1ccccc1CNC(=O)C1CCCN(S(=O)(=O)c2cnc[nH]2)C1 (stereo not drawn)	4	4	2%	5%	-2%	-5%	-2%	0%	15	0
CCCN(CCC)C(=O)C1CCN(c2ccc(S(=O)(=O)N3CCOCC3)cc2[N+](=O)[O-])CC1	-1	13	5%	-6%	-5%	0%	2%	5%	-14	0
NC(=O)c1nsc(C(=O)N(c2ccccc2F)C(C(=O)NCc2ccccc2)c2ccc(O)cc2)c1N (stereo not drawn)	13	4	6%	1%	6.5µM*	-2%	-1%	6%	-1	0
O=C(COc1ccccc1F)NCCc1ccc2c(c1)OCCO2	19	1	12%	1%	?	3%	·	-1%	-2	·
CC(C)C(NC(=O)c1ccccc1F)C(=O)Nc1nccs1 (stereo not drawn)	4	0	4%	-2%	-5%	1%	0%	-1%	-6	2
O=C(NCc1ccccn1)C(F)(F)C(F)(F)C(=O)NCc1ccccn1	-2	2	-2%	-10%	11%	0%	-2%	-6%	3	-2
CC(C)(C)OC(=O)C[C@@H]1C/C=C\C[C@H](CC(=O)N[C@@H](CO)Cc2ccccc2)C(=O)N[C@H](C(C)(C)C)COC1=O	-3	2	8%	2%	-7%	3%	·	0%	9	·
O=C(CCNC(=O)c1ccccc1Cl)NN=Cc1ccccc1[N+](=O)[O-]	3	4	3%	9%	1%	1%	·	0%	-5	·
O=C(N/N=C/c1ccc(OCc2ccccc2)cc1)c1cccs1	-4	7	4%	6%	?	-5%	3%	-3%	6	-1
CCN(CC)S(=O)(=O)c1ccc(N2C(=O)CC2(/C=C/c2ccccc2)C(=O)NC2CCCC2)cc1 (stereo not drawn)	-45	1	-2%	4%	-6%	3%	-8%	-2%[46.1 µM]	5	0
CC(C)[C@@H](C(=O)NC1CCN(Cc2ccccc2)CC1)N1C(=O)N2CCc3c([nH]c4ccccc34)[C@@]2(C)C1=O	-87*	?	-21%	0%	-32%	-7%	1%	3%	6	-3
O=C(CCCOc1ccccc1)N1CCCCC1	-11	-11	·	-1%	?	-9%	1%	5%	4	6
COc1ccc(Cc2nnc(NC(=O)C3CC(=O)N(c4ccccc4)C3)s2)cc1OC (stereo not drawn)	16	2	-8%	?	2%	1%	5%	0%	-8	5
N#Cc1ccc(C(=O)OCC(=O)Nc2ccc(S(N)(=O)=O)cc2)cc1	32	6	-8%	3%	3%	-5%	-5%	6%	-7	-1
Cc1ccc(-c2n[nH]c(=S)n2/N=C/c2ccc(C(=O)O)cc2)cc1	4	-7	-5%	15%	-4%	3%	-11%	-7%	-11	1
CCN(CC)S(=O)(=O)c1ccc(C(=O)OC2CCCCC2CN(C)C)cc1 (stereo not drawn)	0	17	-8%	-12%	-11%	3%	-4%	-7%	-1	-2
CCOC(=O)C1=C(COC(=O)CCOc2cccc(C)c2)NC(=O)NC1C (stereo not drawn)	11	1	0%	3%	18%	3%	-2%	-19%	3	11
COc1ccccc1C1c2[nH]c3ccccc3c2C[C@H]2C(=O)N(C3CCN(Cc4ccccc4)CC3)CC(=O)N12 (stereo partly drawn)	-37	-106*	-3%	-20%	23µM*	-5%	-30%	0%	5	-4
CNC(=O)C(=O)N1CCC2(CC1)OCCN2S(=O)(=O)c1ccc(C)cc1	10	6	2%	11%	14%	-1%	4%	-4%	-4	-1
COC(=O)c1c(NC(=O)c2ccccc2N(C)S(=O)(=O)c2ccccc2)sc2c1CCCC2	-5	-12	0%	0%	?	2%	11%	-1%	-9	4
CCCC(c1nnnn1CS(=O)(=O)c1ccc(C)cc1)N1CCN(CC)CC1 (stereo not drawn)	1	20	-5%[11.5 µM]	-3%	0%	1%	-9%	-5%	3	1

Some of the entries above, set out differently:
Molecule | KCNH2 3.1 block | KCNH2 WT inh | A-T KAP1 phos | Eya2 inh | ELG1 repair inh | USP2a inh | Mito fusion act | TCR act | TSHR antag | TRPV1 ag
NC(=O)c1nsc(C(=O)N(c2ccccc2F)C(C(=O)NCc2ccccc2)c2ccc(O)cc2)c1N (stereo not drawn) | 13 | 4 | 6% | 1% | 6.5µM* | -2% | -1% | 6% | -1 | 0
O=C(COc1ccccc1F)NCCc1ccc2c(c1)OCCO2 | 19 | 1 | 12% | 1% | ? | 3% | · | -1% | -2 | ·
CC(C)C(NC(=O)c1ccccc1F)C(=O)Nc1nccs1 (stereo not drawn) | 4 | 0 | 4% | -2% | -5% | 1% | 0% | -1% | -6 | 2
O=C(NCc1ccccn1)C(F)(F)C(F)(F)C(=O)NCc1ccccn1 | -2 | 2 | -2% | -10% | 11% | 0% | -2% | -6% | 3 | -2
CC(C)(C)OC(=O)C[C@@H]1C/C=C\C[C@H](CC(=O)N[C@@H](CO)Cc2ccccc2)C(=O)N[C@H](C(C)(C)C)COC1=O | -3 | 2 | 8% | 2% | -7% | 3% | · | 0% | 9 | ·
O=C(CCNC(=O)c1ccccc1Cl)NN=Cc1ccccc1[N+](=O)[O-] | 3 | 4 | 3% | 9% | 1% | 1% | · | 0% | -5 | ·
O=C(N/N=C/c1ccc(OCc2ccccc2)cc1)c1cccs1 | -4 | 7 | 4% | 6% | ? | -5% | 3% | -3% | 6 | -1
CCN(CC)S(=O)(=O)c1ccc(N2C(=O)CC2(/C=C/c2ccccc2)C(=O)NC2CCCC2)cc1 (stereo not drawn) | -45 | 1 | -2% | 4% | -6% | 3% | -8% | -2%[46.1 µM] | 5 | 0

Screens: PubChem BioAssay, National Center for Advancing Translational Sciences (NCATS)

Only part of the results is shown; the hit share may differ from the screen's.
